Hck-Nef inh – human Hck-Nef kinase inhibition; P08631; Recombinant Hck-YEEI plus Nef, Z-Lyte FRET kinase assay; inhibition, % at 20 µM; 0.68% of 220,000 active;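 active means Hck-Nef kinase inhibition above about 50%, limit read from the data; inactive means inhibition below that limit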;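 further: 0% = DMSO with Hck plus Nef and 100% = Hck alone without Nef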
Mdm2 ligase inh – inhibitors of human Mdm2 E3 ubiquitin ligase | 0.11% of 210,000 active | Q00987 | signal enhancement, % at 5 µM | cell-based MDM2 ubiquitination luciferase reporter, 2 h; 0 = plate control, 100 = twice control, blank-subtracted | AID 1230;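 active means signal enhancement of 30% or more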;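 further: luminescence tracks abundance of the self-degrading MDM2-luciferase fusion protein; higher signal means inhibition of MDM2 E3 ligase activity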
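test system = mammalian cells stably expressing self-ubiquitinating, self-degrading MDM2 E3–luciferase fusion | quantity = 2000 cells/well | incubation = cell settling 4 h, compound treatment 2 h, both 37 °C | signal = luminescence with SteadyLite reagent, 15 min at room temperature | evaluation = % enhancement relative to plate controls after blank subtraction | benchmarks = plate controls and plate blanks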
NPY-Y1 PAM-ag – potentiates or activates human NPY-Y1 receptor | P25929 | NPY-Y1 expressing cells, potentiator/agonist activation | activation, % at 3.6 µM | 0.37% of 220,000 active | AID 1304; in the data active means activation above about 33%, passing the limit was not always enough;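 further: cells stimulated with NPY at EC10 then isoproterenol at EC100; 0% = low agonist plus stimulus and 100% = saturating agonist plus stimulus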
RBBP9 inhibitor – inhibitors of human serine hydrolase RBBP9. O75884. recombinant RBBP9, FP-Rh probe fluorescence polarization. inhibition, % at 7.94 µM. 0.2% of 220,000 active. AID 1515;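 active means inhibition above the campaign mean of all tested compounds plus 3 SD, cut at about 14% in these data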;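 further: plate controls were DMSO wells with RBBP9 for no effect and wells lacking RBBP9 protein for full effect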
Target sequence (O75884 whole entry, looked up): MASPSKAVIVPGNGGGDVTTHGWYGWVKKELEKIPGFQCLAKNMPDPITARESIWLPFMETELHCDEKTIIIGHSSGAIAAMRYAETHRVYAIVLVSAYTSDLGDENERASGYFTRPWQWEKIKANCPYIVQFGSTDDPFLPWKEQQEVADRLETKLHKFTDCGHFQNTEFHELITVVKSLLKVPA
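Test system – recombinant human RBBP9 · Input – RBBP9 2.5 µM in dispensing solution, pre-mixing · Medium – Tris buffer pH 8.0, NaCl, Pluronic · Schedule – preincubation 30 min plus labeling 45 min at 25 °C · Measured by – fluorescence polarization · Measure – % inhibition · Controls – DMSO and no-protein wells · Replicates – one well per compound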
NPY2 pot ag – potentiators or agonists of human neuropeptide Y receptor Y2; cells expressing NPY-Y2, potentiator/agonist read-out; activation, % at 3.6 µM; 0.45% of 220,000 active; AID 1359; in the data active means activation above about 27%;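 further: cells stimulated with NPY near EC25 plus isoproterenol at EC100; 0% = vehicle plus submaximal agonist and 100% = vehicle plus saturating agonist; some results beyond the cut were filed as inactive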
Runt-SMMHC FRET – Runt domain-CBFb-SMMHC interaction inhibition; inhibition, % at 20 µM; Q01196+Q13951; Cerulean-Runt/Venus-CBFb-SMMHC FRET ratio 530/480, 1 h; 0.74% of 220,000 active; AID 1434;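 active means mean inhibition across duplicate retests at 20 µM reaching about 50%, limit read from the data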;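 further: 0% = DMSO wells and 100% = wells with excess untagged CBFb-SMMHC; inhibitors lower the FRET ratio by blocking Runt binding to CBFb-SMMHC; some results filed as inactive read as strong as hits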
NPY Y1 blocker – NPY-Y1 (human) receptor antagonism. P25929. HEK293-CNG Y1 cells, membrane potential fluorescence; NPY at EC95, then isoproterenol. inhibition, % at 3.6 µM. 1% of 200,000 active. AID 1040;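 active means inhibition above the campaign mean inhibition of all tested compounds plus 3 SD, cut at about 20% in these data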;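 further: 0% = DMSO wells given NPY plus isoproterenol and 100% = isoproterenol alone without NPY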
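Benchmarks – high control isoproterenol alone, low control NPY with isoproterenol · Material – HEK293 Y1/CNG channel cell line · Times – dye 3 h, compound 60 min room temperature, stimulation 45 min · Probe or stimulus – NPY (25 nM), isoproterenol (1 µM), Ro 20-1724 (25 µM) · Evaluation – % inhibition of NPY effect · Signal – fluorescence, membrane potential probe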
p97 inhibitor – human p97 ATPase inhibition; recombinant p97 ATPase, Kinase-Glo ATP luminescence, 3 h; inhibition, % at 8 µM; 0.42% of 220,000 active; in the data active means inhibition above about 15%;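 further: 0% = DMSO vehicle and 100% = wells lacking enzyme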
Target sequence (P55072 whole entry, looked up): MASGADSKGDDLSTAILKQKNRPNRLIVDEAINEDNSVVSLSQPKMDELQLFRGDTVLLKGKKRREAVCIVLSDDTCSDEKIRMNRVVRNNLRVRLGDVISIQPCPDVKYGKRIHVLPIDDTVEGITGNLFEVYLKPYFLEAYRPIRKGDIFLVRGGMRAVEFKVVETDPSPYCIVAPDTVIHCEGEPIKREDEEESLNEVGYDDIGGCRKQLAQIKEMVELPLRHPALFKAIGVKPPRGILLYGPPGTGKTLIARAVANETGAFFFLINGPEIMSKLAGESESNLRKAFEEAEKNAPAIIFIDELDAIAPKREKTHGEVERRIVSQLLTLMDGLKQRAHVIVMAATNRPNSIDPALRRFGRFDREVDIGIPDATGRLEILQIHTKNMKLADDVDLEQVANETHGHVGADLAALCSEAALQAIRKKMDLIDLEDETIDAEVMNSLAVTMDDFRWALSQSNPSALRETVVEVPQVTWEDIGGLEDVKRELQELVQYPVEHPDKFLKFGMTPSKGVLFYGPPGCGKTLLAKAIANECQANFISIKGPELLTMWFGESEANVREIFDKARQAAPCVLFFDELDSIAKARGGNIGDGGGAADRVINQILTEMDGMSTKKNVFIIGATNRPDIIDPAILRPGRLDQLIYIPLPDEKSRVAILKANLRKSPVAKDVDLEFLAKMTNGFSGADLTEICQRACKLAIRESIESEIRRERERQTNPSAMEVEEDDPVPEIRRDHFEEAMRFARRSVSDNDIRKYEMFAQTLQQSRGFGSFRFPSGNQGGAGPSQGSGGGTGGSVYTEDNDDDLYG
Runt-CBFb FRET – inhibitors of human RUNX1 Runt domain binding to CBFb; inhibition, % at 20 µM; 0.46% of 220,000 active; Cerulean-Runt/Venus-CBFb FRET ratio 530/480, 1 h; Q01196+Q13951;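 active means inhibition over about 50% at 20 µM in the single-dose screen, limit read from the data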;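 further: 0% = DMSO wells and 100% = excess unlabeled CBFb competitor control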
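Buffer or medium: Tris pH 7.5 buffer with BSA. Assay system: Cerulean-labeled Runt domain protein. Amount: each fluorescent fusion protein 100 nM. Read-out basis: loss of energy transfer signal. Incubation: 1 h compound exposure, room temperature. Probe or stimulus: Venus-CBFb binding partner, 100 nM. Detection: FRET, excitation 422 nm, emission at 530 and 480 nm.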
* = called active by the depositor; . = no result given.

Preview:
Hck-Nef inh | Mdm2 ligase inh | NPY-Y1 PAM-ag | RBBP9 inhibitor | smiles | NPY2 pot ag | Runt-SMMHC FRET | NPY Y1 blocker | p97 inhibitor | Runt-CBFb FRET
11 | 7 | -5 | -1 | COc1ccc(-c2cc(-c3nnc(COC(=O)c4ccncc4)o3)c3ccccc3n2)cc1OC | -4 | -28 | -2 | 6 | -13
28 | -20 | 4 | -3 | Oc1c(Br)cc(Br)cc1CNc1ccc(F)cc1 | 7 | -36 | -1 | 5 | -13
7 | -47 | -16 | -6 | O=C(Nc1cnn(C23CC4CC(CC(C4)C2)C3)c1)c1cnn2cccnc12 | 4 | -3 | -3 | -1 | -2
-1 | 4 | 2 | -10 | Cn1c(SCC(=O)N2CCCc3ccccc32)nc2cccnc21 | 1 | 0 | 1 | 1 | -1
0 | -5 | -3 | 0 | C=CCn1c(SCC(=O)c2ccc(OC)cc2)nnc1C(C)NC(=O)c1cccs1 (stereo unspecified) | 7 | -4 | 10 | 1 | 0
3 | 6 | 13 | -11 | COc1cc(Cn2c(N)c(C#N)c3nc4ccccc4nc32)cc(OC)c1 | 17 | 113* | -5 | 3 | 72*
0 | -7 | 32 | -9 | CCCCCCc1ccc(-c2ncc(N)cn2)cc1 | 12 | -2 | 0 | 1 | -1
23 | -4 | -5 | -4 | CCOC(=O)Cc1c(C)nc2c(-c3ccccc3)cnn2c1C | -6 | -8 | 7 | 1 | -6
1 | -20 | -14 | -4 | N#Cc1c(-n2cccc2)cccc1-n1cccc1 | 1 | 0 | 7 | 5 | -1
4 | -7 | -28 | -6 | Nc1ncnc2nc(SCCOc3ccc(Cl)cc3)[nH]c12 | -14 | 3 | 0 | -1 | 0

All compounds of this part, from the first entry:
Hck-Nef inh | Mdm2 ligase inh | NPY-Y1 PAM-ag | RBBP9 inhibitor | smiles | NPY2 pot ag | Runt-SMMHC FRET | NPY Y1 blocker | p97 inhibitor | Runt-CBFb FRET
11 | 7 | -5 | -1 | COc1ccc(-c2cc(-c3nnc(COC(=O)c4ccncc4)o3)c3ccccc3n2)cc1OC | -4 | -28 | -2 | 6 | -13
28 | -20 | 4 | -3 | Oc1c(Br)cc(Br)cc1CNc1ccc(F)cc1 | 7 | -36 | -1 | 5 | -13
7 | -47 | -16 | -6 | O=C(Nc1cnn(C23CC4CC(CC(C4)C2)C3)c1)c1cnn2cccnc12 | 4 | -3 | -3 | -1 | -2
-1 | 4 | 2 | -10 | Cn1c(SCC(=O)N2CCCc3ccccc32)nc2cccnc21 | 1 | 0 | 1 | 1 | -1
0 | -5 | -3 | 0 | C=CCn1c(SCC(=O)c2ccc(OC)cc2)nnc1C(C)NC(=O)c1cccs1 (stereo unspecified) | 7 | -4 | 10 | 1 | 0
3 | 6 | 13 | -11 | COc1cc(Cn2c(N)c(C#N)c3nc4ccccc4nc32)cc(OC)c1 | 17 | 113* | -5 | 3 | 72*
0 | -7 | 32 | -9 | CCCCCCc1ccc(-c2ncc(N)cn2)cc1 | 12 | -2 | 0 | 1 | -1
23 | -4 | -5 | -4 | CCOC(=O)Cc1c(C)nc2c(-c3ccccc3)cnn2c1C | -6 | -8 | 7 | 1 | -6
1 | -20 | -14 | -4 | N#Cc1c(-n2cccc2)cccc1-n1cccc1 | 1 | 0 | 7 | 5 | -1
4 | -7 | -28 | -6 | Nc1ncnc2nc(SCCOc3ccc(Cl)cc3)[nH]c12 | -14 | 3 | 0 | -1 | 0
15 | -13 | -1 | 2 | N=C1C(c2ccccc2)=C(O)CN1c1cccc(S(=O)(=O)N2CCCCC2)c1 | -12 | -1 | . | 4 | 0
14 | -2 | 35 | -3 | CCC(CC)C(=O)N1N=C(c2ccc(NS(C)(=O)=O)cc2)CC1c1ccc(C)cc1 (stereo unspecified) | 5 | 3 | . | -3 | 0
-56 | -14 | -2 | -3 | CC(C)N1CCc2c(sc(NC(=O)c3ccc(S(=O)(=O)N4CCc5ccccc54)cc3)c2C(N)=O)C1 | -12 | 26 | 1 | 7 | -14
2 | -33 | -1 | 0 | Cc1cc(C)c(C)c(N=Nc2nc3ccccc3n2C)c1C | 17 | 1 | 8 | 4 | -2
2 | -7 | 2 | -12 | CC(NC(=O)c1ccc(CS(=O)(=O)c2cccc(C(F)(F)F)c2)o1)c1ccc2c(c1)OCCO2 (stereo unspecified) | 7 | -1 | 7 | -2 | -2

Further results
Hck-Nef inh | Mdm2 ligase inh | NPY-Y1 PAM-ag | RBBP9 inhibitor | smiles | NPY2 pot ag | Runt-SMMHC FRET | NPY Y1 blocker | p97 inhibitor | Runt-CBFb FRET
26 | . | 22 | -7 | CN(C)c1ccc(/C=N/NC(=O)c2cnc3ccccc3c2)cc1 | 21 | -49 | . | 7 | -21
1 | -12 | 0 | -12 | CNC(=O)Nc1ccc(Cl)cc1 | -2 | 1 | 8 | 6 | 1
2 | -5 | 26 | 6 | O=C(c1cccc(F)c1)N1CCN(Cc2c[nH]c3ccccc23)CC1 | -13 | -6 | 5 | 2 | -1
3 | -12 | -50 | -8 | O=C(Nc1cccc2cccnc12)c1ccc(Br)o1 | -20 | 3 | 16 | -3 | 5
30 | . | -16 | -3 | CCOc1ccccc1NC(=S)Nc1ccc2cn[nH]c2c1 | -25 | 1 | . | -1 | 13
23 | -3 | -34 | -7 | CCn1c(=NC(=O)C2COc3ccccc3O2)sc2c(C)ccc(OC)c21 (stereo unspecified) | -17 | -2 | . | 2 | 4
15 | -23 | -6 | 1 | CCC(=O)Nc1nnc(SCc2cccc(F)c2)s1 | 4 | -2 | 2 | 0 | 0
10 | -12 | 4 | -10 | Fc1ccccc1-c1n[nH]c(=S)n1/N=C/c1c[nH]c2ccccc12 | 20 | 19 | . | 8 | 19
1 | -14 | 17 | 10 | Cc1ccc(C(=O)NNc2cc(N3CCCC3)nc(N3CCCC3)n2)cc1 | 11 | 10 | 8 | 3 | -1
2 | . | 0 | -2 | CCc1nc(NCc2ccccc2)c(C#N)c2c1CCCC2 | -7 | -2 | 6 | 4 | -3
7 | 0 | -64 | -16 | c1ccc(-c2ccc(C3=Nn4c(nnc4-c4cccs4)SC3)cc2)cc1 | -52 | 3 | . | 2 | -3
18 | -5 | 14 | 3 | CCC(=O)N1N=C(c2ccc(C)o2)CC1c1ccc(N(C)C)cc1 (stereo unspecified) | 13 | 4 | 0 | 1 | 5
1 | -6 | 5 | 0 | c1ccc2sc(NC3=NCN(C4CCCCC4)CN3)nc2c1 | -8 | -2 | -1 | 6 | 1
-1 | -2 | -4 | -1 | COC(=O)C1CCN(C(=O)c2ccccc2Oc2ccccc2)CC1 | -1 | -2 | 8 | -1 | 0
1 | 1 | 0 | -5 | CCOC(=O)c1[nH]c(C)c(C(=O)N2CCN(C(=O)OCC)CC2)c1CC | 3 | -3 | -3 | -3 | 0

The listing continues.
Hck-Nef inh | Mdm2 ligase inh | NPY-Y1 PAM-ag | RBBP9 inhibitor | smiles | NPY2 pot ag | Runt-SMMHC FRET | NPY Y1 blocker | p97 inhibitor | Runt-CBFb FRET
-2 | -25 | 26 | -8 | Cc1cccc(NC(=O)CSc2nnc(CNC(=O)c3ccc(S(=O)(=O)N(C)C)cc3)n2-c2ccc(F)cc2)c1 | 19 | 0 | -3 | 0 | -3
-1 | 1 | -29 | 0 | CCc1ccc(NC2CC(=O)N(c3ccc(OC)cc3OC)C2=O)cc1 (stereo unspecified) | -10 | -4 | -2 | -4 | 0
-1 | -9 | -6 | 0 | COCCOC(=O)CC1=NC(=O)CS1 | -16 | -1 | -3 | 1 | -2
23 | 4 | -7 | -3 | Cc1ccccc1-c1cc2nc(-c3ccc([N+](=O)[O-])cc3)cc(=O)n2[nH]1 | -19 | -1 | 9 | 6 | 2
1 | -4 | 8 | -4 | CCC(C)Nc1c([N+](=O)[O-])cc(C)cc1[N+](=O)[O-] (stereo unspecified) | -8 | -8 | 0 | -2 | 15
-18 | -26 | 2 | -7 | Cc1onc(C(=O)N2CCOCC2)c1[N+](=O)[O-] | -7 | 5 | -3 | 1 | 1
2 | -6 | -5 | 7 | O=C(CN(Cc1ccc(Cl)c(Cl)c1)S(=O)(=O)c1ccccc1)N/N=C\c1ccc2c(c1)OCO2 | -4 | 0 | -4 | 1 | -1
-10 | -18 | 7 | 5 | COc1ccc(NC(=S)Nc2ccccc2C(F)(F)F)cc1 | 4 | -1 | 9 | 1 | 6
1 | 5 | -2 | -10 | CCOC(=O)c1cc2sccc2n1CC(=O)c1ccc2c(c1)OCCO2 | -11 | 3 | 8 | 2 | -1
-10 | -12 | -4 | -2 | Cc1ccc(CNC(=O)CSCC(=O)O)cc1 | -6 | -2 | 6 | 3 | 2
2 | . | 8 | 0 | O=C(O)Cn1cnc2scc(-c3cccs3)c2c1=O | 2 | 0 | -3 | 9 | .
5 | -2 | -7 | -2 | O=C(NCc1cccnc1)c1ccc([N+](=O)[O-])cc1 | 0 | -4 | 10 | -2 | 0
-7 | -76 | -16 | 0 | CCOc1ccc(-c2nnc(-c3ccccc3)o2)cc1 | -17 | 1 | 11 | -10 | -5
-1 | 3 | 10 | -5 | O=C(N/N=C/c1cc([N+](=O)[O-])ccc1N1CCNCC1)c1ccc([N+](=O)[O-])cc1 | 6 | -9 | -6 | 3 | 0
0 | -6 | 18 | -8 | Cc1ccc(S(=O)(=O)N(C)CC(=O)Nc2cccc3c2CCCC3)cc1 | 3 | 4 | 2 | 0 | 0

Going on with the list.
Hck-Nef inh | Mdm2 ligase inh | NPY-Y1 PAM-ag | RBBP9 inhibitor | smiles | NPY2 pot ag | Runt-SMMHC FRET | NPY Y1 blocker | p97 inhibitor | Runt-CBFb FRET
22 | -17 | -18 | 1 | COC(=O)c1ccc(NC(=O)COC(=O)C2CC(=O)N(Cc3ccccc3)C2)cc1 (stereo unspecified) | -11 | -4 | 0 | 1 | -2
1 | -1 | 14 | -2 | CC1(C)OC(C(N)=O)C(C(N)=O)O1 (stereo unspecified) | 7 | 1 | -2 | 2 | 6
16 | 2 | 6 | -4 | O=C(O)c1c2c(nc3ccc(S(=O)(=O)N4CCC(C(=O)NC5CCCCCC5)CC4)cc13)CCCC2 | -4 | -10 | 7 | 2 | -1
-1 | -9 | 23 | -8 | c1ccc(Cn2nnc3c(NCCN4CCOCC4)ncnc32)cc1 | 0 | 0 | -4 | 3 | 1
11 | 0 | -12 | -11 | COc1cc(/C=C2\SC(=S)N(CC(=O)NC(C)(C)C)C2=O)cc(OC)c1OC | -1 | -46 | 1 | -5 | -9

Rows are unselected. About 3.5% of those tested had a hit in this group.
